NadD inh – inhibitors of S. aureus NadD, primary screen, biochemical, colorimetric, uHTS. AID 602399, 2012. actives 0.78% (n = 360,000). purified NadD enzyme, colorimetric absorbance read-out. Nicotinate-nucleotide adenylyltransferase NadD (Staphylococcus aureus N315). inhibition, % at 20 µM; in the data active means inhibition above about 26%; further: some compounds past the cut are filed as inactive
SKN-1 block – suppressors of acrylamide-induced Pgst-4::GFP reporter in worms, primary screen, SKN-1 inhibitor project, whole organism, uHTS, GFP/RFP fluorescence ratio, strain VP596 | inhibition, % at 21.8 µM | C. elegans VP596 Pgst-4::GFP/RFP ratio, 24 h | actives 0.49% (n = 360,000);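 active means interference check ratio from 0.5 to 1.5 plus GFP to RFP signal ratio inhibition reaching or exceeding a fixed threshold, cut at about 30% in these data, passing the limit was not always enough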; further: some compounds called inactive have numbers as strong as hits
FAS TE block – FAS thioesterase domain inhibitors, primary screen, biochemical, fluorescence intensity, uHTS; Fatty acid synthase (Homo sapiens), P49327; recombinant FAS-TE, OMFH fluorogenic substrate, fluorescence endpoint; inhibition, % at 15 µM; actives 0.67% (n = 360,000); AID 602261, 2012;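 active means compounds whose normalised, plate-corrected inhibition of enzyme fluorescence in the single-dose primary screen is 50% or more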;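 further: 0% = DMSO with enzyme and 100% = substrate without enzyme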
MT1-MMP act inh – blockers of MT1-MMP proenzyme processing, primary screen, HT1080 RFP-PRO-GFP cells, GFP/RFP fluorescence | GFP/RFP ratio change, % at 20 µM | actives 0.061% (n = 360,000) | AID 651647, 2012 | GFP/RFP ratio fluorescence, overnight; percent of plate control window, DMSO zero;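 active means GFP/RFP ratio change of at least 30% with cell ATP level not reduced by more than half and red fluorescence within 50% of control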; further: strong numbers were not always called active
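Read-out: GFP/RFP fluorescence ratio; Test system: RFP-PRO-GFP reporter HT1080 cells; Compound dosing: single-point 20 µM compound, 1% DMSO; Times: overnight compound exposure at 37 °C.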
Neddyl block – inhibitors of cullin neddylation, primary screen, biochemical, TR-FRET, uHTS, NAE and Ubc12; NEDD8-conjugating enzyme Ubc12 (Homo sapiens) + NEDD8-activating enzyme E1 regulatory …; calls only at 25 µM; actives 0.58% (n = 360,000); AID 651699, 2012; in the data active means inhibition above about 36%
Target sequence (P61081 whole entry, looked up): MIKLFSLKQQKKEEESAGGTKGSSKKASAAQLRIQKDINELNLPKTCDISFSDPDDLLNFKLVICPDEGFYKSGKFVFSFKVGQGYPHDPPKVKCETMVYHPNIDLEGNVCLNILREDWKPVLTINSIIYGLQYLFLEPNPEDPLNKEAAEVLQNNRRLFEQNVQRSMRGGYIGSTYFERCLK
Target sequence (Q13564 whole entry, looked up): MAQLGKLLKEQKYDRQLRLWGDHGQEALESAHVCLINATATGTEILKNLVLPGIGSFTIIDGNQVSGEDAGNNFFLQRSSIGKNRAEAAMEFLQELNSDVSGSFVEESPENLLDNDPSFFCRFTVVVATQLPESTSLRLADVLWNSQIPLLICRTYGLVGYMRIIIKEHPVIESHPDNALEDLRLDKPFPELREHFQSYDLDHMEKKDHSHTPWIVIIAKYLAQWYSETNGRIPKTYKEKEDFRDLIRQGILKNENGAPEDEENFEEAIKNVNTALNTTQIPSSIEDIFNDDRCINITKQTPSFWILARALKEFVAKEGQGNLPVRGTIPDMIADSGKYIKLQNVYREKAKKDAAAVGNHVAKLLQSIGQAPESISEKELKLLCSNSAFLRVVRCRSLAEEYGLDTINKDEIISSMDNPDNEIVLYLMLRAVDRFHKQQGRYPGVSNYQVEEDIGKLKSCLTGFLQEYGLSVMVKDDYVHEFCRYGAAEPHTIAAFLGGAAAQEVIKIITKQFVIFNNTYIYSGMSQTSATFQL
Rpn11 inh – Rpn11 (PSMD14) deubiquitinase inhibitors, primary screen, biochemical, fluorescence polarization, uHTS; actives 0.59% (n = 360,000); human 26S proteasome, Ub4-pepOG fluorescence polarization; 20S core pre-blocked with epoxomicin; 26S proteasome non-ATPase regulatory subunit 14 (Homo sapiens), O00487; calls only at 20 µM; AID 588493, 2011;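 active means inhibition at 20 µM, scaled to each plate's controls, above about 33%, limit read from the data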
Target sequence (O00487 whole entry, looked up): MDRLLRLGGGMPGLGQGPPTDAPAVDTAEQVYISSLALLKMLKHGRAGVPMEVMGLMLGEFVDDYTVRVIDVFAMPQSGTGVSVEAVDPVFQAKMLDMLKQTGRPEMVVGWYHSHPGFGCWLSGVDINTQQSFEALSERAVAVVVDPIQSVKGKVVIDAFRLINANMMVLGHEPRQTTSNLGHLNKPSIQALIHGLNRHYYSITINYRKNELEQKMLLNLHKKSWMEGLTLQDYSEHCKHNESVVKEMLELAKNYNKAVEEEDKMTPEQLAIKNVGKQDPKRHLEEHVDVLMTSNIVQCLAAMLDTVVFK
CSN inh – inhibitors of CSN-mediated cullin deneddylation, primary screen, biochemical, fluorescence polarization, uHTS | COP9 signalosome complex subunit 5 (Homo sapiens), Q92905 | Purified CSN, SCF-Nedd8-OG deneddylation | inhibition, % at 12.5 µM | actives 0.38% (n = 360,000) | AID 651999, 2013;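 active means pattern-corrected inhibition above about 35%, with an unprinted fluorescence ratio check between 0.5 and 1.5, limit read from the data, passing the limit was not always enough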;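 further: 0% = enzyme with substrate and 100% = substrate without enzyme; some results filed as inactive read as strong as hits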
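Assay system: HEK293T-derived human Csn5 enzyme; quantity: 0.24 nM enzyme; medium: Tris/NaCl/DTT buffer, pH 7.5; also added: substrate SCFSkp2-Nedd8OG, 10 nM; doses: 12.5 µM compound; schedule: 90 min reaction at room temperature; signal: FP; read-out: % inhibition of substrate cleavage by Csn5; benchmarks: substrate-only high control, full reaction low control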
Rin1 Abl inh – inhibitors of Rin1-Abl protein binding, primary screen, biochemical, TR-FRET | Tyrosine-protein kinase ABL1 (Homo sapiens) + Ras and Rab interactor 1 (Homo sapiens), … | inhibition, % at 7.35 µM | AID 588664, 2011 | actives 0.4% (n = 360,000); in the data active means inhibition above about 5%, passing the limit was not always enough
PABP1 MLLE inh – inhibitors of PABP1 MLLE–PAM2 peptide binding, primary screen, biochemical, fluorescence polarization, FITC-PAM2, GST-MLLE; Polyadenylate-binding protein 1 (Homo sapiens), P11940; actives 0.36% (n = 360,000); AID 588489, 2011; inhibition, % at 20 µM; in the data active means inhibition above about 35%, passing the limit was not always enough;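 further: plate controls were DMSO wells with GST-MLLE for no effect and wells lacking GST-MLLE protein for full effect; some results filed as inactive read as strong as hits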
* hit, by the source's call; i = inactive; . = not tested or not shown.

[1] O=C(c1ccc(Cl)c([N+](=O)[O-])c1)N1CCN(Cc2ccc3c(c2)OCO3)CC1
[2] N#CC1=C2N=C(N)c3c(sc4c3CCCCC4)N2C2=C(C(=O)CCC2)C1c1ccccc1 (stereo not given)
[3] Cc1ccc2[nH]c3c(=O)n4c(nc3c2c1)SCC4
[4] Cc1nn(C)c(Cl)c1S(=O)(=O)N[C@@H](c1ccccc1)[C@]1(C)C[C@H]1[C@@H](C)C(=O)Nc1ccc2ccccc2c1
[5] COc1ccccc1NC(=O)N(C)C[C@@H]1Oc2ncc(Br)cc2C(=O)N([C@H](C)CO)C[C@@H]1C
[6] O=C(O)CC(C(=O)OCC1CCCO1)N1CCOCC1 (stereo not given)
Compound	1	2	3	4	5	6
NadD inh	-2	25	1	6	4	-1
SKN-1 block	-7	-13	5	6	17	-4
FAS TE block	38	7	-2	18	-9	-7
MT1-MMP act inh	-2	-27	8	-4	-4	-2
Neddyl block	i	i	i	i	i	i
Rpn11 inh	i	i	i	i	i	i
CSN inh	-8	5	-4	-2	-3	3
Rin1 Abl inh	-3	2	1	3	-1	4
PABP1 MLLE inh	-13	-11	-18	-2	12	-2

The closing 3 compounds of the part above are carried over, then new ones follow:
[4] Cc1nn(C)c(Cl)c1S(=O)(=O)N[C@@H](c1ccccc1)[C@]1(C)C[C@H]1[C@@H](C)C(=O)Nc1ccc2ccccc2c1
[5] COc1ccccc1NC(=O)N(C)C[C@@H]1Oc2ncc(Br)cc2C(=O)N([C@H](C)CO)C[C@@H]1C
[6] O=C(O)CC(C(=O)OCC1CCCO1)N1CCOCC1 (stereo not given)
[7] Cn1c(SCC(=O)NC2CCCC2)nc2cccnc21
[8] O=C1NCCCC1C(=O)N/N=C/c1cccc(O)c1 (stereo not given)
[9] CC(C)(C)NC(=O)CSc1nc(N)cc(=O)[nH]1
[10] COC(=O)C1=C(C(=O)OC)[C@@H]2N(C)c3ccccc3[C@@]23C[C@@H](C(=O)OC)N(C(=O)c2cc(C)oc2C)C3=N1
[11] COc1cc([N+](=O)[O-])cc2sc(NC(C)=O)nc12
[12] Cc1ccc2c(c1)c1c(c(=O)n(-c3ccccc3C)c(=O)n1CC(=O)NCC1CCCO1)n2C (stereo not given)
Compound	4	5	6	7	8	9	10	11	12
NadD inh	6	4	-1	0	-3	0	-1	2	8
SKN-1 block	6	17	-4	-15	7	-16	-14	1	11
FAS TE block	18	-9	-7	-11	-8	-7	7	2	-2
MT1-MMP act inh	-4	-4	-2	2	-1	2	-7	-9	-2
Neddyl block	i	i	i	i	i	i	i	i	.
Rpn11 inh	i	i	i	i	i	i	i	i	i
CSN inh	-2	-3	3	2	-3	-6	101	4	-2
Rin1 Abl inh	3	-1	4	1	-3	2	0	-4	0
PABP1 MLLE inh	-2	12	-2	2	5	5	-4	10	1

[13] CN1C(=O)c2ccc(C(=O)Nc3nccs3)cc2C1=O
[14] CCC(=O)Nc1ccc(C(=O)NNC(=O)C2CCCCC2)cc1
[15] CC(C)C1Nc2ccc(C(=O)NC3CCCCC3)cc2NC1=O (stereo not given)
[16] COc1cccc(S(=O)(=O)NCc2ccc(C(=O)N3CCN(c4ccccc4OC)CC3)cc2)c1
[17] CC(C)=N/N=C(/c1ccc([N+](=O)[O-])cc1)C12CN3CN(CN(C3)C1)C2
[18] Cc1ccc(C(=O)NCCCN2CCOCC2)cc1S(=O)(=O)N1CCCCC1
Compound	13	14	15	16	17	18
NadD inh	10	11	-5	-1	6	-1
SKN-1 block	-2	-10	-9	16	1	23
FAS TE block	-7	-3	-6	2	-4	-6
MT1-MMP act inh	2	-6	3	2	3	5
Neddyl block	i	i	i	i	i	i
Rpn11 inh	i	i	i	i	i	i
CSN inh	-1	3	3	3	-1	-1
Rin1 Abl inh	-1	-1	2	-3	-3	0
PABP1 MLLE inh	20	3	3	-11	9	4

[19] O=C(CS(=O)(=O)c1ccc(Cl)c(Cl)c1)Nc1ccccc1Cl
[20] Cc1cccnc1C(c1ccc(F)cc1)N(C)C(=O)C1CCN(CCCOc2ccc(F)cc2)CC1 (stereo not given)
[21] C=CCNC(=O)c1csc(-c2ccccc2)n1
[22] Cc1nn(C)c(C)c1S(=O)(=O)NC1CCCC1
[23] CCN1CCC(n2nccc2NC(=O)c2ccccc2Cl)CC1
[24] CC1CCCC(NC(=O)COC(=O)CCC(=O)c2ccc(F)cc2)C1C (stereo not given)
Compound	19	20	21	22	23	24
NadD inh	3	-4	7	-1	-3	-3
SKN-1 block	16	-14	1	-15	5	17
FAS TE block	11	-2	-3	-4	-2	8
MT1-MMP act inh	1	3	5	5	-5	0
Neddyl block	i	i	i	i	i	i
Rpn11 inh	i	i	i	i	i	i
CSN inh	-4	-2	4	-2	3	-1
Rin1 Abl inh	0	-2	4	-1	0	0
PABP1 MLLE inh	1	6	7	3	-7	-4

[25] Brc1cccc(OCCN2CCCCC2)c1
[26] O=C(c1cc2nc(-c3ccc(F)cc3)cc(C(F)(F)F)n2n1)N1CCOCC1
[27] CC(C)c1ccc(S(=O)(=O)N2CCN(CC(=O)Nc3ccc4c(c3)OCO4)CC2)cc1
[28] CC1CCN(C(=O)CNC(=O)c2cccc(OC(F)F)c2)CC1
[29] Cc1nc(N2CCOCC2)c(C#N)c(C)c1Br
[30] COc1ccccc1CCNC(=O)c1ccc(OC)c(OC2CCN(C(C)C)CC2)c1
Compound	25	26	27	28	29	30
NadD inh	-11	-2	-3	8	-3	-2
SKN-1 block	14	-7	10	6	14	-2
FAS TE block	-12	-2	21	-3	2	-5
MT1-MMP act inh	3	-5	5	-3	-2	-1
Neddyl block	i	i	i	i	i	i
Rpn11 inh	i	i	i	i	i	i
CSN inh	-4	0	2	2	5	3
Rin1 Abl inh	2	2	0	3	2	1
PABP1 MLLE inh	19	-4	-6	8	-8	0

[31] O=C(CSc1nnc(NC(=O)C2CC(=O)N(c3ccc(F)cc3)C2)s1)NCc1ccco1 (stereo not given)
[32] COc1ccccc1C1SCCN1S(=O)(=O)c1cccc(C(F)(F)F)c1 (stereo not given)
[33] CC1(Cc2ccc(OC(F)(F)F)cc2)C(=O)Nc2ccc(OC(F)(F)F)cc21 (stereo not given)
[34] CCCCN1C(=O)C(CC(=O)NCc2cccs2)CC(C(=O)N2CCOCC2)=C1C (stereo not given)
[35] CC(=O)CC(=O)NC1CCc2ccccc21 (stereo not given)
[36] CC(C)OC(=O)CSc1nnc(-c2ccc(C(C)(C)C)cc2)n1N
Compound	31	32	33	34	35	36
NadD inh	9	-3	-11	4	0	0
SKN-1 block	11	3	38*	9	-2	19
FAS TE block	-2	29	26	-9	-7	-4
MT1-MMP act inh	-5	0	0	-1	3	3
Neddyl block	i	i	i	i	i	i
Rpn11 inh	i	i	i	i	i	i
CSN inh	8	-1	2	-2	-4	3
Rin1 Abl inh	0	3	7.4*	-3	2	-2
PABP1 MLLE inh	-33	7	-1	-10	-17	-36

[37] Cc1ccsc1C(=O)OC(C)C(=O)NC1CCCCC1C (stereo not given)
[38] OCCSc1c(F)c(SCCO)c(SCCO)c(F)c1SCCO
[39] COCCn1c(=NC(=O)c2ccc(S(=O)(=O)N3CCOCC3)cc2)sc2cc(S(N)(=O)=O)ccc21
[40] Cc1nn(CCC(=O)NNC(=S)Nc2cccc(Cl)c2)c(C)c1[N+](=O)[O-]
[41] NC(=O)CN1C(=O)C(O)(CC(=O)c2ccccc2O)c2ccccc21 (stereo not given)
[42] COc1ccc(Cc2nnc(SC(C)C(=O)Nc3ccc(C(N)=O)cc3)o2)cc1 (stereo not given)
Compound	37	38	39	40	41	42
NadD inh	-3	-2	5	0	-2	2
SKN-1 block	-10	5	-8	-15	2	15
FAS TE block	-4	-10	4	4	-4	0
MT1-MMP act inh	-4	0	1	11	1	1
Neddyl block	i	i	i	i	i	i
Rpn11 inh	i	i	i	i	i	i
CSN inh	0	1	3	-3	-7	1
Rin1 Abl inh	1	5	-1	-3	-1	3
PABP1 MLLE inh	3	0	18	31	12	-33

Two compounds drawn at random from the list so far:
[37] Cc1ccsc1C(=O)OC(C)C(=O)NC1CCCCC1C (stereo not given)
[40] Cc1nn(CCC(=O)NNC(=S)Nc2cccc(Cl)c2)c(C)c1[N+](=O)[O-]
Compound	37	40
NadD inh	-3	0
SKN-1 block	-10	-15
FAS TE block	-4	4
MT1-MMP act inh	-4	11
Neddyl block	i	i
Rpn11 inh	i	i
CSN inh	0	-3
Rin1 Abl inh	1	-3
PABP1 MLLE inh	3	31

(further entries)
[43] COc1ccc(C)cc1NC(=O)CN1CCN(c2ccccn2)CC1
[44] Cc1cccc(Nc2cc(=O)[nH]c(=O)[nH]2)c1C
[45] COc1ccc(OC)c(NC(=O)C2(C)CCN2Cc2ccccc2Cl)c1 (stereo not given)
[46] CNS(=O)(=O)c1cccc(C(=O)OC2CCOC2=O)c1 (stereo not given)
[47] CCC1(c2ccc(C)cc2)NC(=O)N(C(C)C(=O)Nc2ccc(N3CCOCC3)cc2)C1=O (stereo not given)
[48] COc1ccc(NC(=O)COc2nc(N(C)C)nc(N(C)C)n2)cc1
[49] Cc1ccc(C)c(S(=O)(=O)N2CCN(C(C)C(=O)Nc3ccccc3-c3ccccc3)CC2)c1 (stereo not given)
Compound	43	44	45	46	47	48	49
NadD inh	-1	3	-5	-2	1	-3	0
SKN-1 block	17	3	-16	20	-3	-7	7
FAS TE block	-4	-4	20	-7	-6	-13	34
MT1-MMP act inh	4	.	-1	-1	-3	15	-16
Neddyl block	i	i	i	i	i	i	i
Rpn11 inh	i	i	i	i	i	i	i
CSN inh	4	-2	-4	-1	0	1	-6
Rin1 Abl inh	1	3	-1	-1	4	-1	3
PABP1 MLLE inh	-3	7	5	-2	-3	-3	1
